Bioassay records from PubChem BioAssay.
N370S GC mod: qHTS Assay for Inhibitors and Activators of N370S glucocerebrosidase as a Potential Chaperone Treatment of Gaucher Disease; Lysosomal acid glucosylceramidase (Homo sapiens), P04062; N370S GC spleen homogenate, 4MU-glucoside fluorescence; Potency, µM (doses to about 59.4 µM), for inactives: at the top dose activity change, negative = inhibition, actives largely listed as inhibitors; 330,000 tested, 0.092% active; AID 2101, 2009;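 also: 0% = full enzyme activity and -100% = no enzyme basal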
GCN5L2 inh: qHTS Assay for Inhibitors of GCN5L2; Histone acetyltransferase KAT2A (Homo sapiens), Q92830; GCN5L2 HAT assay, ThioGlo1 CoA-SH fluorescence; Potency, µM (series often up to 58.9 µM), for the others: at the highest dose activity change, negative = inhibition, actives largely listed as inhibitors; 390,000 tested, 0.21% active; AID 504327, 2011
Target sequence (Q92830 whole entry, looked up): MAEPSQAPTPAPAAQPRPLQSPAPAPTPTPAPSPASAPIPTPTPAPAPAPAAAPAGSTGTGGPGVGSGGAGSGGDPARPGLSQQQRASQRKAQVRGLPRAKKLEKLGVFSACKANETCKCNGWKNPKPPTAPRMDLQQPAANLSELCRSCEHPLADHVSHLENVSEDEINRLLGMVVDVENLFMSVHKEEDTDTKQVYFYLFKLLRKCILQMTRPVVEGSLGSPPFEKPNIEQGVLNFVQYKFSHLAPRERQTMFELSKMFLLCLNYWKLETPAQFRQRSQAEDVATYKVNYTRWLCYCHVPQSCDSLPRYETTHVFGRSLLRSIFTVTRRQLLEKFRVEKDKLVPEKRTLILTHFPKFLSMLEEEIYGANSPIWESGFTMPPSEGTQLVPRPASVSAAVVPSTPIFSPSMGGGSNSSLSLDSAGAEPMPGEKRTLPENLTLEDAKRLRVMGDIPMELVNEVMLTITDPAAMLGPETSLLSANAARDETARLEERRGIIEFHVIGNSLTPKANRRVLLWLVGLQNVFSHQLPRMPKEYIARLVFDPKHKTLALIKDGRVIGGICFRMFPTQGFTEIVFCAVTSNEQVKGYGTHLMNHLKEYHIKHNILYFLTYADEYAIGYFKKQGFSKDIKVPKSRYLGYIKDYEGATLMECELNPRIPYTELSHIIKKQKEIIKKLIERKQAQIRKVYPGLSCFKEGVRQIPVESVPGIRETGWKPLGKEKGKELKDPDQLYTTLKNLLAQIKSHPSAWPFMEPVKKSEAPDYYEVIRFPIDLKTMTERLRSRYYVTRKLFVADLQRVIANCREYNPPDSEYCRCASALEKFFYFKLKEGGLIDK
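Enzyme at 20nM final was mixed with library compounds for 15 min at room temperature. Peptide H3(1-25) at 75uM, acetyl-CoA at 70uM and ThioGlo1 at 50uM were then added. Plates were read immediately and after 20 min (Ex340nm/Em540nm).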
FEN1 inhibitor: qHTS Assay for the Inhibitors of Human Flap endonuclease 1 (FEN1) | P39748 | Recombinant FEN1 flap cleavage, fluorescence, 15 min | Potency, µM (series often up to 114 µM), for the others: at the highest dose activity change, negative = inhibition, usual class: inhibitors | 390,000 tested, 0.35% active; also: nearly all actives have a fitted effect of over 65% in size
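Enzyme 10 nM, 15 min RT preincubation with compound; start with substrate 50 nM final; reads at 0 and 15 min; qHTS titration, four-parameter Hill fit.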
An asterisk follows results filed as active; ? = inconclusive; / = not tested or not shown; & = joins results of further samples. Calls follow the shape of the dose curve; as a rule, active = well fitted curve in the direction sought with a large enough effect; inconclusive = small, poorly fitted or top-dose-only effect, or another doubt; inactive = no such curve, though single readings can be large; an effect the other way counts as inactive or inconclusive. Unless noted, % is scaled to controls: 0 for no effect and ±100 for the full control effect; potency is read from the fitted curve at half-maximal effect. Some of the compounds tested; count on the stated rates, not on these rows.

SMILES	N370S GC mod	GCN5L2 inh	FEN1 inhibitor
CCc1ccc2c(COC(=O)CNS(=O)(=O)c3ccc(NC(C)=O)cc3)cc(=O)oc2c1	6%	-4%	8%
CCCn1c(SCC(=O)Nc2nnc(C)s2)nnc1-c1ccoc1C	-8%	-6%	3%
O=C1CNC(=O)N1Cc1ccc(Br)cc1	10%	?	0%
CC1CCN(C(=O)c2ccc(NC(=O)c3cccs3)cc2)CC1	-3%	-13%	8%
COc1ccc(N/N=C(\C#N)C(=O)NCCc2ccc(OC)c(OC)c2)cc1	-2%	2%	1%
COCc1nnc(NS(=O)(=O)c2ccc(F)cc2)s1	-5%	3%	24%
CCOC(=O)C1=C(Cc2ccc(C)cc2)C(=O)c2ccccc2C1=O	-2%	-27%	/
COc1ccc(C(=O)N/C(=C/c2ccccc2F)C(=O)NCCN2CCOCC2)cc1OC	-10%	-15%	4%
O=C(NC(=S)Nc1ccc2c(c1)OCO2)c1ccc(Cl)cc1	13%	2%	-6%
COc1cc2c(cc1OC)C(c1cc(OC)c(O)c(OC)c1)CC(=O)N2 (stereo not drawn)	/	-6%	12%
CC[C@H](C)Cc1cn([C@@H](CCCN=C(NC(=O)OC(C)(C)C)NC(=O)OC(C)(C)C)C(=O)NCCCCCCCCCCC(=O)N2CCN(C(=O)OC(C)(C)C)CC2)nn1	16µM*	-12%	-22%
CCCC(=O)NCCc1nc2ccccc2n1CCC	-1%	1%	-2%
COC(=O)C1=C(C)NC(=O)/C1=C\c1cc(C)n(-c2ccc(F)cc2)c1C	-1%	-12%	1%
Cc1ccc(S(=O)(=O)N2CCC(C(=O)Nc3nnc(-c4ccc(F)cc4)s3)CC2)cc1	4%	-3%	1%
CCOc1ccc(C(=O)Cc2cc3cccc(OC)c3oc2=O)cc1	0%	-27%	-5%
S=c1nc(C2CC2)[nH]c2ccccc12	-13%	-17%	-4%
CC(C)NC(=O)NC(=O)COc1cccc2c1OC(C)(C)C2	-21%	-5%	-1%
O=C(COC(=O)c1ccc[n+]([O-])c1)Nc1ccc([N+](=O)[O-])cc1C(F)(F)F	/	-4%	-4%
CN1C(C(=O)NCC2CC2)CC2Cn3c(nc4ccccc43)C21 (stereo not drawn)	-1%	-6%	14%
CN(Cc1ccccc1)C(=O)c1ccco1	4%	-7%	-3%
C=CCOc1ccc(C=NNc2ccc(S(=O)(=O)Nc3ccccc3C(=O)O)cc2[N+](=O)[O-])cc1OC	/	?	?
Cc1nc(Cc2nnc(SC(C)C(=O)Nc3cccc(C#N)c3)o2)cs1 (stereo not drawn)	-3%	2%	-8%
O=C(Nc1cccc(C(=O)OCc2cc(=O)n3c4c(sc3n2)CCCC4)c1)c1ccccc1	/	24%	0%
Cc1ccc(NC(=O)CSCC(=O)N2CCN(C(=O)c3ccco3)CC2)cc1	/	-7%	-13%
CN1CCN(c2oc(-c3ccccc3)nc2S(=O)(=O)c2ccccc2)CC1	/	4%	-15%

Some of the entries above, reformatted:
| SMILES | N370S GC mod | GCN5L2 inh | FEN1 inhibitor |
| --- | --- | --- | --- |
| CCCn1c(SCC(=O)Nc2nnc(C)s2)nnc1-c1ccoc1C | -8% | -6% | 3% |
| O=C1CNC(=O)N1Cc1ccc(Br)cc1 | 10% | ? | 0% |
| CC1CCN(C(=O)c2ccc(NC(=O)c3cccs3)cc2)CC1 | -3% | -13% | 8% |
| COc1ccc(N/N=C(\C#N)C(=O)NCCc2ccc(OC)c(OC)c2)cc1 | -2% | 2% | 1% |
| COCc1nnc(NS(=O)(=O)c2ccc(F)cc2)s1 | -5% | 3% | 24% |
| CCOC(=O)C1=C(Cc2ccc(C)cc2)C(=O)c2ccccc2C1=O | -2% | -27% | / |
| COc1ccc(C(=O)N/C(=C/c2ccccc2F)C(=O)NCCN2CCOCC2)cc1OC | -10% | -15% | 4% |
| O=C(NC(=S)Nc1ccc2c(c1)OCO2)c1ccc(Cl)cc1 | 13% | 2% | -6% |
| COc1cc2c(cc1OC)C(c1cc(OC)c(O)c(OC)c1)CC(=O)N2 (stereo not drawn) | / | -6% | 12% |
| CC[C@H](C)Cc1cn([C@@H](CCCN=C(NC(=O)OC(C)(C)C)NC(=O)OC(C)(C)C)C(=O)NCCCCCCCCCCC(=O)N2CCN(C(=O)OC(C)(C)C)CC2)nn1 | 16µM* | -12% | -22% |
| CCCC(=O)NCCc1nc2ccccc2n1CCC | -1% | 1% | -2% |
| COC(=O)C1=C(C)NC(=O)/C1=C\c1cc(C)n(-c2ccc(F)cc2)c1C | -1% | -12% | 1% |
| Cc1ccc(S(=O)(=O)N2CCC(C(=O)Nc3nnc(-c4ccc(F)cc4)s3)CC2)cc1 | 4% | -3% | 1% |
| CCOc1ccc(C(=O)Cc2cc3cccc(OC)c3oc2=O)cc1 | 0% | -27% | -5% |
| S=c1nc(C2CC2)[nH]c2ccccc12 | -13% | -17% | -4% |
| CC(C)NC(=O)NC(=O)COc1cccc2c1OC(C)(C)C2 | -21% | -5% | -1% |
| O=C(COC(=O)c1ccc[n+]([O-])c1)Nc1ccc([N+](=O)[O-])cc1C(F)(F)F | / | -4% | -4% |
| CN1C(C(=O)NCC2CC2)CC2Cn3c(nc4ccccc43)C21 (stereo not drawn) | -1% | -6% | 14% |
| CN(Cc1ccccc1)C(=O)c1ccco1 | 4% | -7% | -3% |
| C=CCOc1ccc(C=NNc2ccc(S(=O)(=O)Nc3ccccc3C(=O)O)cc2[N+](=O)[O-])cc1OC | / | ? | ? |
| Cc1nc(Cc2nnc(SC(C)C(=O)Nc3cccc(C#N)c3)o2)cs1 (stereo not drawn) | -3% | 2% | -8% |
| O=C(Nc1cccc(C(=O)OCc2cc(=O)n3c4c(sc3n2)CCCC4)c1)c1ccccc1 | / | 24% | 0% |
| Cc1ccc(NC(=O)CSCC(=O)N2CCN(C(=O)c3ccco3)CC2)cc1 | / | -7% | -13% |
| CN1CCN(c2oc(-c3ccccc3)nc2S(=O)(=O)c2ccccc2)CC1 | / | 4% | -15% |

(continued)
SMILES	N370S GC mod	GCN5L2 inh	FEN1 inhibitor
Cc1cc(NC(=O)CCCC(=O)O)nc(C)n1	-3%	-4%	9%
COCCCNC(=O)c1ccc(-c2csc(C)n2)cc1	2%	0%	-2%
COC(=O)c1ccc(OCCN2CCCCCC2)cc1	-18%	2%	-4%
CSCCCc1cn([C@@H](CO)C(=O)NCCCCCCCCCCC(=O)N2CCNCC2)nn1	-13%	0%	1%
Cc1ccc(S(=O)(=O)N2CCC(n3nnc4cc(C)ccc43)CC2)cc1	3%	-3%	5%
CC(OC(=O)C1CC(=O)N(Cc2ccccc2)C1)C(=O)Nc1ccc(F)cc1Cl (stereo not drawn)	-20%	-2%	12%
CCOC(=O)C(CO)(NC(C)=O)C(=O)OCC	6%	-14%	-1%
O=C(CCCn1c(SCC(=O)NCC2CCCO2)nc2ccccc2c1=O)NCc1ccccc1 (stereo not drawn)	-6%	-6%	-15%
CCc1cc(C(=O)NCC(c2ccc(OC)cc2)N2CCOCC2)sc1C (stereo not drawn)	-15%	-4%	-3%
O=C(NNC(=O)c1ccc(Oc2cc(Cl)cc(Cl)c2)o1)c1ccccc1	-6%	4%	3%
c1cn(CCCNC2=NCCCCC2)cn1	4%	0%	-5%
NC(=O)CSc1oc(-c2cccs2)nc1S(=O)(=O)c1ccccc1	6%	-18%	-2%
CCOc1ccccc1N1CC(c2nc3ccccc3n2CCOc2ccc(C(C)(C)C)cc2)CC1=O (stereo not drawn)	/	-17%	?
Cc1ccc(C(=O)Nc2ccccc2)cc1S(=O)(=O)Nc1ccc(Br)cc1	/	-16%	-2%
Cc1ccc2[nH]c(=O)c(CN(Cc3nnnn3Cc3ccccc3)C3CCCC3)cc2c1	0%	-5%	-17%
CCN(CC(=O)NCc1ccc(Cl)cc1)C(=O)/C=C/c1ccc(C#N)cc1	-9%	-3%	-1%
O=C(N/N=C/c1cc([N+](=O)[O-])cc([N+](=O)[O-])c1O)/C(=C\c1cccs1)NC(=O)c1ccccc1	1%	-3%	-14%
O=C(/C=C/c1ccc(OC(F)F)cc1)Nc1cccc(S(=O)(=O)N2CCOCC2)c1	-26%	-10%	-15%
c1ccc(CSc2nnc(NC3=NCCCCC3)s2)cc1	27%	-7%	-3%
Cc1c(Cl)c(C(F)(F)F)nn1CC(=O)N1CCSCC1	7%	4%	-3%
COc1ccc(C)cc1S(=O)(=O)N(CC(=O)Nc1cccc([N+](=O)[O-])c1)c1ccc(C)cc1	27%	-1%	-16%
OCCN(CCCn1c(-c2ccncc2)nc2ccccc21)c1nc(CN2CCCCC2)cs1	-1%	-5%	2%
NS(=O)(=O)c1ccc(N/N=C/c2ccc[nH]2)c([N+](=O)[O-])c1	-1%	-6%	1%
CC(NC(=O)Nc1ccc(Br)cc1)C(C)(C)C (stereo not drawn)	3%	-4%	-8%
O=C(Cn1cc(C(=O)C(F)(F)F)c2ccccc21)NCc1ccco1	-6%	-6%	8%

Entries of single compounds, quoted from the list. Screens in order: N370S GC mod	GCN5L2 inh	FEN1 inhibitor
`COC(=O)c1ccc(OCCN2CCCCCC2)cc1` in the list: -18%	2%	-4%
`c1ccc(CSc2nnc(NC3=NCCCCC3)s2)cc1` in the list: 27%	-7%	-3%

Remaining list, next part:
SMILES	N370S GC mod	GCN5L2 inh	FEN1 inhibitor
COc1ccc(NC(=O)CSc2nnnn2C2CCCCC2)c(OC)c1	1%	-2%	-15%
CCOc1ccc(NC(=O)CC2C(=O)N(c3ccc(OC)cc3)C(=O)N2C2CCCCC2)cc1 (stereo not drawn)	/	-10%	7%
Cc1ccc(N(C(=O)c2csnn2)C(C(=O)NC2CCCC2)c2ccccn2)cc1 (stereo not drawn)	-2%	-2%	3%
O=C(CSc1nnc(-c2ccncc2)n1-c1ccc(Cl)cc1)Nc1ccc(C(=O)O)cc1	6%	-4%	3%
Cc1ccc(Sc2cc(C)nc(-c3ccccn3)n2)cc1	6%	-5%	2%
Cc1ccc(C)c(N2CCN(C(=O)C3CCCN(S(=O)(=O)c4cccc5nonc45)C3)CC2)c1 (stereo not drawn)	/	-5%	4%
CCN(CC(=O)Nc1ccccc1OC)C(=O)CSCc1c(C)noc1C	0%	0%	-1%
CC1CCCN(C(=O)Cn2cnc3c2c(=O)n(C)c(=O)n3C)C1 (stereo not drawn)	5%	3%	10%
COc1ccc(NC(=S)N(CCCN2CCCCC2)Cc2cccs2)cc1	-5%	9%	0%
CCCc1cc(=O)[nH]c(SCC(=O)N2CCc3ccccc3C2)n1	/	4%	-4%
O=C(CNC(=O)Cc1ccccc1)N=Nc1c(O)[nH]c2ccc(Br)cc12	-8%	5%	-6%
O=c1c(Cc2ccc(F)cc2)c(O)ccn1Cc1cccc(Cl)c1	17%	-9%	0%
COc1ccc(NC(=O)COc2ccc(/C=N/NC(=O)c3cccnc3)cc2OC)cc1	6%	-16%	1%
O=C(Cn1c(=O)c2sccc2n(CC(=O)Nc2ccc(Cl)cc2Cl)c1=O)NCCc1ccccc1	/	-2%	0%
C(=C\c1ccccc1)/C=N/Nc1nncc(-c2ccccc2)n1	4%	3%	/
Cc1ccccc1Cn1c(-c2cccs2)nc2ccccc21	/	-7%	-22%
C/C(=N\N=C1/NC(=O)C(C)S1)c1ccco1 (stereo not drawn)	-6%	-5%	-3%
COc1ccc(C2=C(CN(C)C)C(c3ccccc3)c3ccccc3O2)cc1 (stereo not drawn)	?	-9%&-18%	-1%
CCc1nnc(NC(=O)COc2ccccc2[N+](=O)[O-])s1	-8%	-2%	-1%
COc1ccc(/C=N/NC(=O)COc2cccc3cccnc23)cc1OC	-2%	-9%	-15%
COc1ccc2[nH]c(=O)c(CN(C(=O)COc3ccccc3)C(C)C)cc2c1	2%	2%	3%
CCn1nc(C(=O)NCCc2ccc3c(c2)OCCO3)c2ccccc2c1=O	/	-1%	0%
CCCC(=O)Nc1ccccc1N1CCN(C(=O)c2ccccc2)CC1	-1%	-1%	13%
CCCCNC(=O)CCc1nc2cccnc2n1Cc1ccc(OC)cc1	-3%	0%	-4%
CCOc1ccc(NC(=O)CN(C)C(=O)/C=C/c2ccco2)cc1OCC	/	-1%	16%
O=C(N/N=C/c1ccc[nH]1)c1cc(-c2ccc(Cl)cc2)nc2ccccc12	13%	-19%	-19%
CC(C(=O)OCC(=O)NC1CCCC1)N1C(=O)c2ccccc2C1=O (stereo not drawn)	/	2%	2%
Cc1cccc(C(=O)NCC(=O)N2CCN(c3ccc(Cl)cc3)CC2)c1	-19%	-9%	-3%
